# LmPK inh – inhibitors of Leishmania mexicana pyruvate kinase. Q27686. purified LmPK, Kinase-Glo ATP luminescence, 1 h. Potency, µM (series often up to 57.5 µM), inactives show at the top dose activity change, negative = inhibition, actives largely listed as inhibitors. 290,000 compounds, 0.37% hits. AID 1721; note: potency is the fitted concentration of half-maximal effect; % is set by controls: 0 for no effect and ±100 for the full control effect
# Target sequence (Q27686 whole entry, looked up): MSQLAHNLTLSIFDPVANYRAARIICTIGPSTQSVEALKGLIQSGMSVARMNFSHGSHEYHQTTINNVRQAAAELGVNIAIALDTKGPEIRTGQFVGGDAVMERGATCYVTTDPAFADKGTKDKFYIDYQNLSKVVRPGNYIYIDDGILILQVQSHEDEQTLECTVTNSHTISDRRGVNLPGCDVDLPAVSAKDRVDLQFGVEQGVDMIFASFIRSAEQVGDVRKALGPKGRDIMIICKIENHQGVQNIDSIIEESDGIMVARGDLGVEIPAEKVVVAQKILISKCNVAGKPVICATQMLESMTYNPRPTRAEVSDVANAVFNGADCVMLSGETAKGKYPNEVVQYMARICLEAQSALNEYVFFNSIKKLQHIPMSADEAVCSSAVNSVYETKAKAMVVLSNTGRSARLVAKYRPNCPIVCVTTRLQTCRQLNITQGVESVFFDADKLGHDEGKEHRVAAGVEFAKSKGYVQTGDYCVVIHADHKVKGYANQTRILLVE
#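 Purified LmPK (0.1 nM) converted ADP (0.1 mM) to ATP with PEP (0.5 mM) in imidazole buffer pH 7.2 with KCl and MgCl2, 1 h at room temperature. ATP was read by Kinase-Glo luminescence; data normalized to uninhibited and no-enzyme controls.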
# TbPYK inhibitor – T. brucei pyruvate kinase inhibition; TbPYK enzyme, Kinase-Glo Plus ATP luminescence, 45 min; Q57TT1; AID 624173; 410,000 compounds, 0.12% hits; Potency, µM (titrated, usually from 76.8 µM), for the others: at the top dose activity, negative = inhibition, most hits filed as inhibitors; note: potency is the fitted concentration of half-maximal effect; % is set by controls: 0 for no effect and ±100 for the full control effect; nearly all actives have a fitted effect of over 50% in size
#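 Luminescent Kinase-Glo Plus end-point after 45 min room-temperature reaction of T. brucei pyruvate kinase started with 130 uM ADP (final). Buffer TEA 50 mM pH 7.2 with KCl, MgCl2, BSA, Tween-20; titration-based qHTS with fitted concentration-effect curves.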
# Pf growth 48h – inhibits P. falciparum growth in the first generation, 48 h | P. falciparum luciferase growth in erythrocytes, 48 h | 310,000 compounds, 5.9% hits | Potency, µM (highest dose often 28.7 µM), without a hit: at the highest dose activity change, negative = inhibition, most hits filed as inhibitors; note: potency is the fitted concentration of half-maximal effect; % is set by controls: 0 for no effect and ±100 for the full control effect
#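 In quantitative HTS format, infected erythrocytes bearing luciferase-reporter parasites were treated for a single generation at 37 C. Luminescence after adding detection reagent served as the growth measure.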
# Pf growth 96h – P. falciparum growth inhibition at 96 hour, primary screen for plastid delayed-death inhibitors; P. falciparum luciferase reporter growth, 96 h; Potency, µM (doses to about 28.7 µM), inactives show at the top dose activity change, negative = inhibition, hits mostly inhibitors; 320,000 compounds, 6.9% hits; AID 504834; note: potency is the fitted concentration of half-maximal effect; % is set by controls: 0 for no effect and ±100 for the full control effect
#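 Delayed-death screen, second-generation endpoint: infected erythrocytes, 2% hematocrit, 0.05% parasitemia final; 96 hours at 37 C, 5% CO2; luciferase detection reagent; luminescence decrease equals reduced growth.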
# CHX counter – counter-screen hit for Shiga toxin inhibitors, cycloheximide; cell reporter, cycloheximide protein synthesis inhibition counterscreen; max response, %; 300,000 compounds, 12% hits; in the data active = max response mostly above about 13%, no sharp cut-off; inactive = mostly below about 14%; note: read at 38.3 µM for the half of the compounds with a filed dose; 0% is about no effect
# Shiga toxin inh – blocks Shiga toxin action in Vero cells; Vero cells, Shiga toxin protein synthesis inhibition reporter; 290,000 compounds, 9.2% hits; inhibition, % at 38.7 µM; in the data active = inhibition mostly above about 28%, no sharp cut-off; inactive = mostly below about 43%; note: 0% is about no effect
# AMA1 RON2 block – inhibitors of Plasmodium falciparum AMA1-RON2 interaction. AlphaScreen AMA1-biotinylated RON2 peptide binding. Potency, µM (titrated, usually from 58.2 µM), inactives show at the top dose activity change, negative = inhibition, hits mostly inhibitors. 360,000 compounds, 0.2% hits. AID 720542;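 note: potency is the fitted concentration of half-maximal effect; 0% = vehicle wells and -100% = peptide control; nearly all actives have a fitted effect of over 45% in size; some results filed as inactive show a strong effect at the top dose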
#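 AMA1 (3D7) with his tag at 25 nM final met compounds first, then biotinylated RON2 peptide at 25 nM; detection used donor plus acceptor beads, 10 µg/mL apiece, read by AlphaScreen after 30 min at room temperature.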
# The depositor's hits bear a star; ? = inconclusive; . = not tested or not shown; & = joins results of further samples; [ ] = another dose, or the depositor's remark. Unless noted, calls come from the whole dose curve; as a rule, active = well fitted curve in the direction sought with a large enough effect; inconclusive = small, poorly fitted or top-dose-only effect, or another doubt; inactive = no such curve, though single readings can be large; an effect the other way counts as inactive or inconclusive. An unsorted share of the library; about 21% have a hit in one of these screens.
SMILES,LmPK inh,TbPYK inhibitor,Pf growth 48h,Pf growth 96h,CHX counter,Shiga toxin inh,AMA1 RON2 block
O=C(O)c1ccc(NC(=O)c2cn(-c3ccccc3)nc2-c2ccc(Br)cc2)cc1,2%,0%&-5%,-4%,160%[activator][5.75 µM],-6,-9,11%
O=C1CCc2cc(S(=O)(=O)NCCCC(=O)N3CCN(Cc4ccc5c(c4)OCO5)CC3)ccc2N1,6%,-3%,-46%,13µM*,-2,19,6%
CCc1ccc(-n2c(=O)c3ccccc3n(CC(=O)C(C)(C)C)c2=O)cc1,1%,-1%,0%,-29%,-5,-17,-7%
COc1ccc(C(c2nnnn2CCc2ccccc2)N2CCN(C)CC2)cc1OC (centres undefined),8%,-15%,-7%,77%[activator],-3,-16,-7%
Nn1c(SCC(=O)Nc2ccc3c(c2)OCCO3)nnc(CCC(=O)O)c1=O,-3%,-24%,32%[activator],27%,7,-1,18%
CN(C)c1cc(NC(=O)CN2CCCC2)c2ccccc2n1,-10%,21%,?,?,1,-11,-26%
CC(C)C(=O)N=C1NC(=O)CS1,-1%,4%,1%,-17%,-4,-5,15%
CCC(=O)NC(=S)Nc1ccc(-c2nc3ccccc3s2)cc1,-3%,-1%,200%[activator],20%,49*,69*,1%
COc1ccc(-c2nc(CS(=O)CC(=O)NC3CCCC3)c(C)o2)cc1 (centres undefined),-5%,-9%,12%,-5%,-2,-10,-8%
COCCCNC(=O)Cn1nc(-c2ccccc2OC)ccc1=O,-2%,4%,5%,21%,-3,21,-4%
COC(=O)c1ccc(OC)c(CSc2nnc(COc3ccc(Cl)cc3)o2)c1,2%,-7%,-9%,.,-1,-2,14%
CN=c1c([N+](=O)[O-])nn(-c2ccc3c(c2)OCCO3)n1O,-8%,0%,42%[activator],13%,32*,61*,1%
CN1C(=O)CN=C(c2ccccc2)c2cc(Cl)ccc21,3%,4%,.,.,-4,-17,.
Cc1cccc(NC(=O)CSCC(=O)Nc2nnc(C3CC3)s2)c1,-9%,-3%,-7%,-13%,6,15,11%
O=C(Nc1cccc(O)c1)c1cccc(S(=O)(=O)Nc2cccc(O)c2)c1,2%,-19%,1%,1.9µM*,-2,.,-2%
CN1CCN(C2CCCCCC2)CC1,2%,1%,0%,2%,-2,3,-8%
Cn1cccc1/C=C1\SC(=Nc2cccc(O)c2)NC1=O,-8%,1%,2%,?,40*,100*,-23%
COc1ccc(C(=O)CCC(=O)Nc2cc(Cl)c(O)c(Cl)c2)cc1,-2%,5%,10%,-3%,-3,-7,-8%
COc1ccc(CC2SC(=Nc3ccc(F)cc3)NC2=O)cc1 (centres undefined),0%,-4%,2.9µM*,-25%,-1,-8,1%
O=c1[nH]nc(Cc2ccccn2)c2ccccc12,0%,4%,10%,.,-7,-3,-5%
O=C(/C=C/NCc1ccc(F)cc1)c1ccccc1,-4%,-5%,13%,-11%,53*,62*,10%[11.6 µM]
COc1ccc(/C=C/C(=O)OCC(=O)Nc2ccc(Cl)c(S(=O)(=O)N(C)C)c2)cc1OC,1%,-3%,3%,?,-4,-3,-4%
Cc1ccccc1OCC(=O)N/N=C/c1ccc(N(C)C)cc1,1%,0%,?,-1%,13,42,-3%
COc1cc(CNC2CCCCC2OC)cc(OC)c1 (centres undefined),2%,-13%,3%,-3%,-4,-9,1%
CC(Sc1nnc(-c2ccco2)n1N)C(=O)NCc1ccc2c(c1)OCO2 (centres undefined),.,-13%,-21%,9%,.,.,10%
O=C(O)COc1ccccc1/C=N/NC(=O)CSc1nc2ccccc2n1Cc1ccccc1,1%,12%,?,?,-1,-12,-10%
Cc1ccc(S(=O)(=O)N(Cc2cccc(C)c2)C(=O)N2CCN(C)CC2)cc1,.,-3%,?,36%[activator],.,.,11%
COc1ccc(-n2sc3ccc(F)cc3c2=O)cc1,.,?,4.1µM*,144%[activator],.,.,-5%
COC(=O)c1ccc(/C=N/Nc2nc(C)c(C)s2)cc1,-7%,-8%,48%[activator],?,63*,97*,42%[activator]
COc1ccccc1-n1cnnc1SCc1csc(-c2ccccc2)n1,5%,-9%,-12%,.,-3,-19,31%[activator]
CCCCCCC(=O)N(O)C1CC(=O)N(Cc2ccccc2)C1=O (centres undefined),7%,-15%,5.9µM*,.,-2,2,1%
Cc1ccc(CSC2=Nc3ccccc3C3=NC(CCC(=O)NCc4ccco4)C(=O)N23)cc1 (centres undefined),0%,0%,?,24%,17,14,-12%
COc1ccc(-c2nc(SCC(=O)NCc3ccco3)c(-c3ccccc3)[nH]2)cc1OC,-3%,4%,.,?,10,4,-23%
CN(C)S(=O)(=O)c1ccc(C(=O)NC2CCCc3ccccc32)cc1 (centres undefined),12%,0%,20%,?,3,7,1%
COCCCNC(=O)COc1ccc(S(=O)(=O)NCc2ccccc2)cc1Cl,1%,0%,-11%,?,-4,-5,2%
CCC(CC)NC(=O)COC(=O)c1ccc2c(c1)C(=O)N(Cc1ccco1)C2=O,-6%,-1%,22%,1%,-4,-4,-15%
Cc1cc(C)c2nc(-c3ccccn3)cc(C(=O)NCCc3ccc(S(N)(=O)=O)cc3)c2c1,9%,-16%,3%,-21%,-4,-17,-24%
CC(C)(C)[C@H]1C=C(C(=O)N2CCN(Cc3ccc4c(c3)OCO4)CC2)O[C@@H](OCCCCO)C1,4%,1%,?,?,4,-8,-8%
CCc1nc(SCC(=O)NCCc2ccc(OC)c(OC)c2)c2c(=O)n(C)c(=O)n(C)c2n1,3%,-6%,-12%,?,-1,-12,-6%
OCCNc1nc2nonc2nc1NCCO,-1%,4%,16%,32%[activator],2,21,-7%
O=C(NNC(=O)c1ccc2nc[nH]c2c1)c1ccccc1,.,-3%,71%[activator],81%[activator],.,.,-7%
Cc1ccc(C)c(-c2nnc(NC(=O)CCS(=O)(=O)c3ccc(F)cc3)o2)c1,.,5%,11%,-1%,.,.,152%[activator]
CCN(CC(=O)Nc1ccc(NC(C)=O)cc1)CC(=O)Nc1ccccc1C(=O)c1ccccc1,9%,0%,108%[activator],?,5,-4,74%[activator]
O=c1c2cc(-c3ccccc3)sc2nc2n1N=C(c1ccccc1)CS2,4%,-4%,146%[activator],87%[activator],12,8,15%
O=S(=O)(c1cccc2nonc12)N1CCCCCC1,0%,-1%,-2%,?,-4,-4,-6%

# Some of these compounds in order of number of heavy atoms, highest first:
SMILES,LmPK inh,TbPYK inhibitor,Pf growth 48h,Pf growth 96h,CHX counter,Shiga toxin inh,AMA1 RON2 block
CCN(CC(=O)Nc1ccc(NC(C)=O)cc1)CC(=O)Nc1ccccc1C(=O)c1ccccc1,9%,0%,108%[activator],?,5,-4,74%[activator]
CC(C)(C)[C@H]1C=C(C(=O)N2CCN(Cc3ccc4c(c3)OCO4)CC2)O[C@@H](OCCCCO)C1,4%,1%,?,?,4,-8,-8%
Cc1cc(C)c2nc(-c3ccccn3)cc(C(=O)NCCc3ccc(S(N)(=O)=O)cc3)c2c1,9%,-16%,3%,-21%,-4,-17,-24%
COc1ccc(-c2nc(SCC(=O)NCc3ccco3)c(-c3ccccc3)[nH]2)cc1OC,-3%,4%,.,?,10,4,-23%
CCC(CC)NC(=O)COC(=O)c1ccc2c(c1)C(=O)N(Cc1ccco1)C2=O,-6%,-1%,22%,1%,-4,-4,-15%
COCCCNC(=O)COc1ccc(S(=O)(=O)NCc2ccccc2)cc1Cl,1%,0%,-11%,?,-4,-5,2%
COc1ccccc1-n1cnnc1SCc1csc(-c2ccccc2)n1,5%,-9%,-12%,.,-3,-19,31%[activator]
CN(C)S(=O)(=O)c1ccc(C(=O)NC2CCCc3ccccc32)cc1 (centres undefined),12%,0%,20%,?,3,7,1%
CCCCCCC(=O)N(O)C1CC(=O)N(Cc2ccccc2)C1=O (centres undefined),7%,-15%,5.9µM*,.,-2,2,1%
O=C(NNC(=O)c1ccc2nc[nH]c2c1)c1ccccc1,.,-3%,71%[activator],81%[activator],.,.,-7%
COC(=O)c1ccc(/C=N/Nc2nc(C)c(C)s2)cc1,-7%,-8%,48%[activator],?,63*,97*,42%[activator]
O=S(=O)(c1cccc2nonc12)N1CCCCCC1,0%,-1%,-2%,?,-4,-4,-6%
OCCNc1nc2nonc2nc1NCCO,-1%,4%,16%,32%[activator],2,21,-7%

# Remaining list, next part.
SMILES,LmPK inh,TbPYK inhibitor,Pf growth 48h,Pf growth 96h,CHX counter,Shiga toxin inh,AMA1 RON2 block
C[C@H](/C=C/[C@@]1(O)[C@H](C)C[C@H](O)CC1(C)C)O[C@@H]1O[C@H](CO)[C@@H](O)[C@H](O)[C@H]1O,.,-5%,-5%,?,.,.,-4%
O=C(O)C1C2C=CC(C2)C1C(=O)N1CCN(C/C=C/c2ccccc2)CC1 (centres undefined),-5%,5%,-4%,-2%,-1,15,9%
O=C(CCc1nnc2ccc(NCc3ccccc3)nn12)NC1CCCC1,-5%,2%,-6%,1%,-2,-15,-2%
COc1ccc(NC(=S)NCCCN2CCOCC2)cc1,3%,2%,-4%,13%,-2,-5,4%
COc1ccc(OC)c(NC(=O)C2=C(C)NC(=O)NC2c2cccs2)c1 (centres undefined),-5%,-3%,2%,0%,8,-4,1%
CCOC(=O)CSc1nc(N)nc(C)c1Br,2%,-12%,-4%,?,-5,7,18%
COC1CCN(C(=O)c2cc(COc3ccc(-n4cncn4)cc3)on2)CC1,0%,0%,1%,12%,-3,1,-2%
O=C(Nc1ccccc1)/C(=C\c1ccc(F)cc1)NC(=O)c1ccco1,-1%,2%,29%,-19%,3,-11,-3%
COc1ccc2c(c1)[nH]c1c(N3CCN(Cc4ccc5c(c4)OCO5)CC3)ncnc12,-1%,1%,2.6µM*,?,-2,-12,-24%
COc1cc(C2Nc3ccccc3C(=O)N2c2ccccc2)ccc1O (centres undefined),-5%,-3%,101%[activator],.,47*,123*,7%
Cn1cnnc1SC1CCCCC1NS(=O)(=O)c1ccc(Cl)cc1 (centres undefined),2%,-1%,-9%,-13%,-1,4,3%

# Single entries from the list:
# LmPK inh result of CCOC(=O)CSc1nc(N)nc(C)c1Br → 2%
# LmPK inh result of COc1ccc(OC)c(NC(=O)C2=C(C)NC(=O)NC2c2cccs2)c1 (centres undefined) → -5%

# From PubChem
